# ERp5 inh: inhibitors of ERp5-driven insulin aggregation, primary screen, biochemical, turbidity, absorbance 650 nm, single point; 0.05% of 350,000 active; inhibition, % at 9.99 µM; AID 651711, 2012; 90 min;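 active means mean replicate inhibition above about 25%, with every replicate also reaching it, limit read from the data, passing the limit was not always enough; inconclusive means only one of those two criteria met; inactive means neither criterion met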
# SIRT5 inh: SIRT5 desuccinylase inhibitors, primary screen, biochemical, fluorescence imaging, single point, set 5. Purified SirT5, succinyl-peptide AMC, trypsin-coupled fluorescence. inhibition, % at 15 µM. 1.1% of 330,000 active; in the data active means inhibition above about 15%; inconclusive means no clear call, values can overlap the other calls
# miR-122 sensor: miR-122 Renilla sensor signal increase in Huh7, primary screen, miR-122 inhibitor project, cell-based, single point, plate reader. 0.3% of 340,000 active. Huh7 miR-122 Renilla luciferase sensor, 48 h; neutral wells = 0, positive control = 100. activation (reporter increase), % at 12.5 µM;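 active means mean replicate activation score at least 90 and every replicate individually at or above 90; inconclusive means only one of the two criteria met; inactive means neither criterion met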;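 further: higher luciferase means less miR-122 activity so hits act as miR-122 inhibitors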
# DENV2 CPE: inhibitors of DENV2 cytopathic effect, primary screen, cell-based, plate reader, single concentration. CPE inhibition, % at 9.99 µM. 1.7% of 350,000 active. DENV2-infected cells, cytopathic effect rescue; in the data active means CPE inhibition above about 20%, passing the limit was not always enough; inconclusive means no clear call, values can overlap the other calls; tested in BHK-21 cells;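 further: 0% = median of neutral control wells and 100% = median of positive control wells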
# CFTR F508del cor: F508del CFTR correction, initial screen, CFBE line, single point | activity (quench increase), % at 7.58 µM | CFBE cells, YFP halide quenching; stimulated with forskolin plus potentiator P3; % fluorescence drop versus neutral controls | 0.36% of 350,000 active;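 active means mean added fluorescence quench of at least 8% versus neutral control, with both replicates also reaching 8%; inconclusive means only one of the mean or replicate conditions met; inactive means mean below 8% and not both replicates reaching 8%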;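 further: cells transiently co-express mutant CFTR-F508del with the halide-sensitive YFP; corrector assay measuring rescue of mutant channel to the surface after 24 h compound exposure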
# ERAP1 HTS inh: human ERAP1 aminopeptidase inhibitors, primary screen, biochemical, single point, plate reader | recombinant ERAP1, Leu-AMC fluorescence, 60 min | inhibition, % at 10.7 µM | Endoplasmic reticulum aminopeptidase 1 (Homo sapiens), Q9NZ08 | 0.15% of 340,000 active;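 active means mean replicate inhibition of at least 30%, or all replicates individually reaching that 30% level; inactive means mean below 30% and not every replicate reaching it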;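 further: 0% = neutral control wells and 100% = L-leucinethiol positive control wells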
# Target sequence (Q9NZ08 whole entry, looked up): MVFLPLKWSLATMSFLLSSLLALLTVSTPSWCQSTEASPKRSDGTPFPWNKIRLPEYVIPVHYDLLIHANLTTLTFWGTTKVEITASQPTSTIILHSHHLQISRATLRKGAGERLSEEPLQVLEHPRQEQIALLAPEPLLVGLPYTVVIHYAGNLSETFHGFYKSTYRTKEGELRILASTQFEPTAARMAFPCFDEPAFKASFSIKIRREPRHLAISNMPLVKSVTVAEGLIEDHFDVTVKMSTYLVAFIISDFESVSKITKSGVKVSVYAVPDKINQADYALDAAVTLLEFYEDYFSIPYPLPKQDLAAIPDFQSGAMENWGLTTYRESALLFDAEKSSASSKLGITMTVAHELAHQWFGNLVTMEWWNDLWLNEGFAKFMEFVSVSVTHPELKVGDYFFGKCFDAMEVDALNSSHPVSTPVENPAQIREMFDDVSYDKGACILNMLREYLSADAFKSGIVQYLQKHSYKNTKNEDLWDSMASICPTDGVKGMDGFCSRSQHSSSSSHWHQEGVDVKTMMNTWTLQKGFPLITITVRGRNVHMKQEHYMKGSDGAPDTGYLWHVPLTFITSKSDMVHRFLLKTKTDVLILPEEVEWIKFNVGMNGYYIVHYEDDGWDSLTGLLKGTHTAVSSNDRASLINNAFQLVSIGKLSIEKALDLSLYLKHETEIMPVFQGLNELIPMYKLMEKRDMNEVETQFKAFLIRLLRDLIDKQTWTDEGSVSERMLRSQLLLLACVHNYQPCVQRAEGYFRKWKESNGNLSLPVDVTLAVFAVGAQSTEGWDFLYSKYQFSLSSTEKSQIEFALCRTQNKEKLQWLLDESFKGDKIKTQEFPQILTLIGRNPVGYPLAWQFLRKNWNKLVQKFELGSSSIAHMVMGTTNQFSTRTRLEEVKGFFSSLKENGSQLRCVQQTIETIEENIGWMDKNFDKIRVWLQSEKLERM
# Casp6 inh: human caspase-6 inhibitors, primary screen, biochemical, VEID-R110 fluorescence, single point, set 2 | P55212 | purified caspase-6, Z-VEID-R110 cleavage fluorescence | inhibition, % at 12.5 µM | 0.53% of 350,000 active;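 active means mean inhibition across replicates at least about 35%, with every replicate also reaching that limit, limit read from the data; inconclusive means only one of the two criteria met; inactive means neither criterion met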;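 further: 0% = median of neutral control wells and 100% = no fluorescence left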
# Active calls of the source: *; ? = inconclusive; / = not tested or not shown; [ ] = another dose, or the depositor's remark.
SMILES,ERp5 inh,SIRT5 inh,miR-122 sensor,DENV2 CPE,CFTR F508del cor,ERAP1 HTS inh,Casp6 inh
COc1ccc(N2CCN(C(=O)COC(=O)CCOc3ccc(C(C)(C)C)cc3)CC2)cc1,0,-3,-5,1,1.1,1,-1
Cc1c(Cl)cccc1NC(=O)NCCCN1CCCC1=O,4,1,-3,0,-1.0,1,-1
CCC(=O)N(C)C[C@H]1Oc2cc(C#CC(C)C)ccc2S(=O)(=O)N([C@H](C)CO)C[C@@H]1C,0,-5,4[16.7 µM],-1,-3.2,-2,-3
COc1ccccc1CNC(=O)/C=C/c1ccc(S(=O)(=O)N2CCOCC2)cc1,?,-4,/,2,-3.6,-7,0
CCOCCCNC(=O)c1ccc2c(c1)ncn2-c1ccccc1OC,-3,-2,1,4,-3.6,-1,0
CCOc1[nH]n(-c2ccc(Cl)cc2)c(=O)c1C=NCc1cccnc1,-5,-1,-2,-1,6.7,-4,3
COc1ccc2c(c1)CCC(C)N2S(=O)(=O)c1ccc(C2CNC(=O)C2)cc1 (configuration not stated),-2,-2,/,0,-1.8,-2,4
O=C(NCC[C@@H]1CC[C@H](NC(=O)c2cnccn2)[C@@H](CO)O1)Nc1ccc(F)cc1,-8,-5,/,8,3.9,1,0
COc1ccc(C(=O)NN2C(=S)N(c3ccc(OC)cc3)C(=O)C2CC(N)=O)cc1 (configuration not stated),-3,0,/,9,-0.5,2,6
O=C(N[C@H]1CC[C@@H](CCNC(=O)C2CCOCC2)O[C@@H]1CO)c1ccncc1,2,-2,/,3,-1.6,0,1
Cc1ccc2c(NC(=S)NC(=O)c3ccccc3)cccc2n1,2,3,/,-3,2.0,1,3
Cc1noc(C)c1S(=O)(=O)N(C)C[C@H]1OCCCC[C@H](C)Oc2ccc(NC(=O)Nc3ccccc3)cc2C(=O)N([C@H](C)CO)C[C@H]1C,-4,0,4[16.7 µM],0,-1.3,5,-1
Cc1ccc(S(=O)(=O)NCc2ccccn2)cc1C,0,-1,53,1,-0.1,1,-3
C[C@@H]1CN([C@H](C)CO)C(=O)c2cc(-c3ccc(C(=O)N(C)C)cc3)cnc2O[C@H]1CN(C)C(=O)c1ccncc1,8,2,17[16.7 µM],-3,0.6,1,-3
C[C@@H]1CN([C@@H](C)CO)C(=O)c2cc(NC(=O)CCC(F)(F)F)ccc2O[C@H]1CN(C)S(=O)(=O)c1ccc(F)cc1,-3,1,2[16.7 µM],-9,-0.2,1,-2
O=C(C[C@H]1C=C[C@@H](NC(=O)C2CC2)[C@H](CO)O1)NCCCN1CCOCC1,-6,4,/,-3,-1.4,3,5
COc1ccccc1NC(=O)CSc1nnnn1-c1ccccc1OC,-9,-3,-1,4,-2.1,1,2
Cc1ccnc(NC(=O)Cn2c(=O)oc3ccccc32)c1,0,1,/,-3,-0.4,1,-2
COc1ccc(S(=O)(=O)Nc2ccc3c(c2)C(=O)N([C@H](C)CO)C[C@@H](C)[C@@H](CN(C)S(=O)(=O)c2ccc(C)cc2)OCCCC[C@H](C)O3)cc1,1,10,-1[16.7 µM],17,-1.3,-2,-1
Cc1cccc(NS(=O)(=O)c2cc3c4c(c2)CCC(=O)N4CCC3)c1,-1,-2,181*,-2,-1.2,4,5
CCS(=O)(=O)Nc1ccc2c(c1)C(=O)N(C)[C@H]1CC[C@H](CC(=O)N3CCN(C)CC3)O[C@H]1CO2,0,1,12[16.7 µM],7,1.7,0,1
CC1CCC(NC(=O)c2cc(S(=O)(=O)N(C)C)ccc2N2CCCC2)CC1 (configuration not stated),2,6,-3,1,-1.9,-2,-2
COc1cccc(-n2c(C)nc3cc(C(=O)O)ccc32)c1,-2,-6,-4,8,-1.2,-4,0
COc1ccc(CNCCC(c2ccc(OC(C)C)cc2)c2ccccc2OC)cc1 (configuration not stated),1,-3,/,0,-1.4,-1,1
COc1ccccc1-c1ccc2c(c1)O[C@@H](CN(C)C(C)=O)[C@H](C)CN([C@@H](C)CO)S2(=O)=O,-8,-6,-6[16.7 µM],10,-1.8,2,-1

# The listing continues.
SMILES,ERp5 inh,SIRT5 inh,miR-122 sensor,DENV2 CPE,CFTR F508del cor,ERAP1 HTS inh,Casp6 inh
CCS(=O)(=O)Nc1ccc2c(c1)C(=O)N(C)[C@@H]1CC[C@H](CC(=O)N3CCOCC3)O[C@@H]1CO2,7,2,0[16.7 µM],1,-1.6,2,0
CCCn1cc(S(=O)(=O)c2ccc(OC)cc2)c(=O)c2cc(OCC)ccc21,-10,1,4,-1,-0.5,-1,1
OCC[C@H]1C[C@H](O)[C@@H](O)[C@@]2(OCCCc3ccccc32)O1,3,-5,0,?,2.0,12,2
CC(C)(C)c1ccc(-n2ncc3c2CCCC3NC(=O)c2cnccn2)cc1 (configuration not stated),3,2,3,-2,0.8,1,1
Cc1ccc(/C=C(\C#N)C(=O)Nc2c(C)cccc2C)s1,-1,2,-3,/,-4.2,3,1
CN1c2ccc(-c3ccccc3)cc2[C@@H]2[C@@H](CCN2C(=O)CC2CC2)[C@@H]1CO,18,0,3[16.7 µM],13,-1.8,2,4
O=C(NCC(c1ccc(F)cc1)N1CCOCC1)c1cc(F)c(F)c(F)c1F (configuration not stated),1,-3,/,/,-4.2,0,-4
CCCC(CCC)C(=O)NC1CCN(Cc2ccccc2)CC1,1,2,-1,-1,5.1,-2,1
O=C(c1cccnc1)N1CC(=O)N2[C@H](CO)[C@@H](c3ccc(-c4ccc(F)cc4)cc3)[C@H]2C1,5,1,/,-1,0.8,-2,-2
C/C(N)=C(/C#N)C(=O)COC(=O)c1ccccc1Oc1ccccc1,1,-2,0,-6,-2.1,-2,-1
C[C@H](NC(=O)C[C@@H]1C=C[C@H](NC(=O)c2cccnc2)[C@@H](CO)O1)c1ccccc1,5,0,/,-7,-1.0,5,-2
CC(=O)Cc1nsc(NC(=O)c2ccc(-c3ccc(F)cc3)o2)n1,-6,0,1,3,0.7,-4,-1
COc1ccc(C(=O)Oc2ccc(C)cc2)cc1S(=O)(=O)N1CCOCC1,4,1,-3,-9,-0.6,2,3
C[C@H]1CN([C@@H](C)CO)S(=O)(=O)c2ccc(-c3ccc(F)cc3)cc2O[C@H]1CN(C)C(=O)c1ccccc1F,7,11,-7[16.7 µM],1,6.1,-1,-3
COc1cccc(NC(=O)N[C@@H]2C=C[C@@H](CC(=O)N3CCCCC3)O[C@@H]2CO)c1,7,-7,/,11,-1.1,-1,2
O=C(NCC(c1cccs1)N1CCOCC1)c1cc(S(=O)(=O)N2CCOCC2)c(Cl)cc1Cl (configuration not stated),-2,1,/,0,1.1,-1,-4
O=C(Cn1cc(COc2ccccc2C(F)(F)F)nn1)c1ccc(O)cc1,2,-4,1,?,-1.6,0,4
CCC(=O)n1nc(-c2cccnc2)nc1NCc1ccccc1,-1,/,/,?,3.7,-2,-2
C[C@@H]1CN([C@H](C)CO)C(=O)c2cccc(NC(=O)Nc3cccc4ccccc34)c2O[C@@H]1CN(C)C(=O)NC1CCCCC1,7,2,-16[16.7 µM],4,1.4,2,1
CC1CN(S(=O)(=O)c2cccc(C(F)(F)F)c2)CC(C)O1 (configuration not stated),-4,-4,0,7,1.4,1,1
CO[C@H]1CN(C)C(=O)c2ccc(NC(=O)C3CCCC3)cc2OC[C@@H](C)N(Cc2cocn2)C[C@H]1C,0,1,/,3,2.9,/,/
CCCNC(=O)N1[C@H](C#N)[C@H](c2ccccc2-c2cccc(OC)c2)[C@@H]1CO,-11,2,/,-1,0.1,0,-2
CC1CCCCC1NC(=O)CCCn1c(=S)[nH]c2ccccc2c1=O (configuration not stated),-2,2,-1,0,-2.7,0,-6
C[C@@H]1CCCCO[C@H](CN(C)C(=O)Nc2ccccc2)[C@H](C)CN([C@@H](C)CO)C(=O)c2cc(NC(=O)NC3CCCCC3)ccc2O1,2,3,-1[16.7 µM],?,1.4,-3,-1
O=C(CSc1nnc(Nc2ccccc2F)s1)NC(=O)CN1CCCC1=O,0,0,-4,-6,-1.4,-2,42*

# The list goes on.
SMILES,ERp5 inh,SIRT5 inh,miR-122 sensor,DENV2 CPE,CFTR F508del cor,ERAP1 HTS inh,Casp6 inh
C[C@H](CO)N1C[C@H](C)[C@H](CN(C)C(=O)Nc2ccc(C(F)(F)F)cc2)OCCCC[C@H](C)Oc2ccc(NC(=O)CCC(F)(F)F)cc2C1=O,-3,6,51[16.7 µM],-8,2.4,0,2
COc1cccc(-c2nnc(-c3ccc4ccccc4c3)o2)c1,0,-2,-5,12,-0.8,2,-2
CC1(C)CC(=O)C/C(=N\NC(=O)C2C3CCCCC32)C1 (configuration not stated),1,-5,/,-4,-0.8,2,-1
C[C@H]1CN([C@@H](C)CO)C(=O)c2cc(C3=CCCC3)cnc2O[C@H]1CN(C)Cc1ccc(F)cc1,5,2,-1[16.7 µM],-7,1.0,-6,1
Cc1cc(NS(=O)(=O)c2ccc(NC(=O)COc3c(C)cc(Br)cc3C)cc2)no1,5,-5,0,-5,5.4,6,3
COc1ccccc1/C=C/C=N/n1c(-c2cc(C)[nH]n2)n[nH]c1=S,0,-2,-2,2,/,1,3
Cc1cc(C(=O)OCC(=O)Nc2cccc(S(N)(=O)=O)c2)c(C)o1,1,-7,/,-4,-4.4,0,3
CNC[C@@H]1Oc2ccc(NC(=O)CCN3CCOCC3)cc2C(=O)N([C@@H](C)CO)C[C@H]1C,-2,-7,-4[16.7 µM],-12,-0.8,0,-2
Cc1cc(NC(=O)c2ccc3sc([C@@H]4O[C@H](CO)[C@H](O)[C@H](O)[C@H]4O)nc3c2)no1,2,/,2,-7,-2.6,-5,-2
CCN1CCN(C(=O)/C=C/c2ccc(OC)cc2)CC1,3,0,/,4,-0.9,-3,-4
CC(C)(C)NC(=O)N1CCN(c2ncccc2C(F)(F)F)CC1,3,3,/,-2,0.7,-3,-1
CN(CC(=O)Nc1cccc(F)c1)C(=O)COc1cccc2c1OC(C)(C)C2,-8,-4,/,0,-1.9,3,1
CC(C)NC(=O)Nc1ccc2c(c1)C(=O)N([C@@H](C)CO)C[C@H](C)[C@H](CN(C)Cc1ccc(C(=O)O)cc1)OCCCC[C@H](C)O2,-2,-2,8[16.7 µM],7,-0.4,-6,-3
O=C(CC1CC1)Nc1ccc2c(c1)[C@@H]1C[C@H](CC(=O)NC3CCCC3)O[C@H](CO)[C@@H]1O2,-1,-2,3[16.7 µM],-6,-1.6,0,-5
CC(=O)c1ccc(N2CCN(C(=O)CCS(=O)(=O)c3ccc4c(c3)NC(=O)CS4)CC2)cc1,4,0,-8,-4,-0.3,7,1
CC1CCc2sc3ncnc(N4CCN(C)CC4)c3c2C1 (configuration not stated),6,-3,0,9,-2.1,0,-1
Cc1cc(N2CCOCC2)nc(SCC(=O)c2ccccc2)n1,-2,-2,0,-9,0.9,8,-3
O=C1N=C(N2CCOCC2)S/C1=C/c1ccc(-c2ccc(F)cc2)o1,6,-2,-6,-4,-1.7,4,0
O=C(NCC[C@@H]1CC[C@H](NC(=O)C2CCC2)[C@@H](CO)O1)c1cc(Cl)cc(Cl)c1,-15,-2,/,2,0.1,-3,0
CCCCN(CCCNC(=O)c1ccc(CS(=O)(=O)c2ccc(OC)cc2)o1)Cc1ccccc1,8,-2,/,?,3.4,-1,-37

# Part of the list above, showing only Casp6 inh.
Molecule,Casp6 inh
O=C(NCC(c1cccs1)N1CCOCC1)c1cc(S(=O)(=O)N2CCOCC2)c(Cl)cc1Cl (configuration not stated),-4
Cc1ccc2c(NC(=S)NC(=O)c3ccccc3)cccc2n1,3
CCCNC(=O)N1[C@H](C#N)[C@H](c2ccccc2-c2cccc(OC)c2)[C@@H]1CO,-2
CC(C)(C)NC(=O)N1CCN(c2ncccc2C(F)(F)F)CC1,-1

# Bioassay records as filed in PubChem BioAssay.
